From PubChem
FECH block – inhibitors of human ferrochelatase | 3.3% of 20,000 active | calls only at 10 µM (by protocol) | purified FECH, Ni-mesoporphyrin absorbance 550 nm;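 active = enzyme reaction rate more than 3 SD below the solvent-only control wells on the same plate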;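 also: lower slope than DMSO wells means FECH inhibition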
Target sequence (P22830 whole entry, looked up): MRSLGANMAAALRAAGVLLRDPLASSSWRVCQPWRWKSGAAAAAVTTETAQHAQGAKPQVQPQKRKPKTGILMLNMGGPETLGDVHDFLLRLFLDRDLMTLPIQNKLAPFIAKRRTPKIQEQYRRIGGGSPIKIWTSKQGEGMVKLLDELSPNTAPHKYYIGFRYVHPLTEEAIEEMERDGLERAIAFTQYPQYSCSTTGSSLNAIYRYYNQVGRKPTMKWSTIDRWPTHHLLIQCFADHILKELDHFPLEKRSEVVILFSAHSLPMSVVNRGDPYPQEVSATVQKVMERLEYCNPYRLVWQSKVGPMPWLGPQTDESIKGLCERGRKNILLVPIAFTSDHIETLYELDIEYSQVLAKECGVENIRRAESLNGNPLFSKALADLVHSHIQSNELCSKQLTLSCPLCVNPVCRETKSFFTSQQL
Calls only; i = inactive; + = active, no number.

SMILES	FECH block
Cc1cc(Sc2ccccc2NC(=O)C(C)C)n2nc(-c3ccccc3)nc2n1	i
CC(=O)NCCc1cn(-c2ccc(-c3ncc(C)cn3)cc2)cn1	i
CCCc1c(C)nc2ncnn2c1Sc1ccccc1NC(=O)c1ccc(Cl)cc1	i
Cc1cc(C)cc(NC(=O)CN2C(=O)CN(C)C(=O)c3ccccc32)c1	i
Cc1ccccc1-c1cc(N2CCN(S(C)(=O)=O)CC2)ncn1	i
CC(C)CN1CC(C(=O)N2CCc3[nH]nc(-c4cccc(F)c4)c3C2)CC1=O (configuration not stated)	i
COCCNc1nc(Nc2ccccc2)c2cnn(-c3ccccc3)c2n1	i
CCCCNc1nc(-c2nnc(-c3ccc(C)cc3)o2)nc2ccccc12	i
Cc1cc(C)n2nc(CN(C(=O)c3ccc(C(C)(C)C)cc3)c3cccc(Cl)c3)nc2n1	i
Cc1ccccc1CN1CC(=O)N(Cc2cccc(C(F)(F)F)c2)c2ccccc2S1(=O)=O	i
O=c1c2c(nc3nc(CNc4ccccc4)[nH]n13)CCC2	+
C=Cc1cccc(CN2CCC(CNC(=O)c3ccc(=O)[nH]n3)C2)c1 (configuration not stated)	i
COCCOCC(=O)N1CCc2c([nH]c3ccccc23)C1C(C)C (configuration not stated)	i
COCc1nc(CNC(=O)c2c(C)nc3ccc(Cl)cn23)no1	i
COc1ccc(C(=O)Oc2ccc(Nc3cc(C)nc4nc(-c5cccnc5)nn34)cc2)cc1OC	i
CCc1nc(OCC(=O)NC(C)CC)c2c(-c3ccc(F)cc3)noc2n1 (configuration not stated)	i
Cc1ccc(CNC(=O)C2(C)Cn3nc(C(=O)N4CCN(C)CC4)cc3C(=O)N2C)cc1 (configuration not stated)	i
COc1ccc(OC)c(Nc2nc(N3CCCC3)nc3c2cnn3-c2ccccc2)c1	i
COc1ncc(-c2ccc(O)cc2)c(OC)n1	i
CCOC(=O)Cn1c(=O)n(-c2ccc(C)c(C)c2)c2nc(-c3cccc(Cl)c3)nc(C(N)=O)c21	i
Cc1ccc(C(=O)Nc2ccccc2SCc2cc(=O)n3c(ncn3C(C)C)n2)cc1F	i
Cc1cc(F)cc(-c2c(-c3ccccc3)ncn2CCCN2CCCC2=O)c1	i
Cc1cc(C)n(C2CN(C(=O)CCc3c(C)nn(C)c3C)C2)n1	i
Cc1ccc(NC(=O)CN2CCN(Cc3ccccc3C)S2(=O)=O)cc1	i
Cc1ccc(Nc2nc(N3CCCCC3)nc3c2cnn3-c2ccccc2)cc1C	i
CCN1C(SCC(=O)Nc2c(C)cc(C)cc2C)=NS(=O)(=O)c2ccccc21	+
Cc1nn(-c2ccc(F)cc2)c(C)c1C(=O)NC[C@@H]1CCNC[C@H]1O	i
CNC(=O)c1ccc(CN2CCC=C(CNC(=O)N3CCCC3)C2)o1	i
O=c1c(-c2ccc3c(c2)CCCC3)c(N2CCN(c3cccc(Cl)c3)CC2)c1=O	i
Cn1c(CNS(=O)(=O)c2ccc(F)c(Cl)c2)nc2cccnc21	i
CCOc1ccc(NC(=O)CN2CCN(Cc3ccccc3Cl)S2(=O)=O)cc1	i
Cc1ccc(-c2nn(-c3ccccc3)cc2C2NCCc3[nH]cnc32)o1 (configuration not stated)	i
CN1CC(=O)N2C[C@@H](NC(=O)c3ccc(Cl)s3)C[C@H]2C1=O	i
Cc1ccc(C)c(NC(=O)CN2CCN(Cc3ccccc3)S2(=O)=O)c1	i
CC(C)c1nc(C(=O)N2CC[C@@H](c3ccc4c(c3)OCO4)[C@H](O)C2)cs1	i
CCc1ccc(CN2CCN(c3cc(C(N)=O)ccn3)CC2)nc1	i
Cc1ccc(NC(=O)CN2C(=O)CCc3cc(S(=O)(=O)N4CCCC4)ccc32)nc1	i
COc1cc2c(cc1-c1nccn1C(C)C)OCCCO2	i
COc1ccc(Cl)cc1C(=O)Nc1ccc(Nc2nc(C)cc(N(C)C)n2)cc1	i
COc1ccc2c(c1)CCN(C(=O)Nc1n[nH]c(-c3ccccc3F)n1)C2	i
Cc1cccc(C(C)C)c1NC(=O)CN1c2ccc(Br)cc2-c2ccccc2S1(=O)=O	i
O=C(NC(Cn1ccnc1)c1ccccc1)c1cn[nH]n1 (configuration not stated)	i
CN1CCn2nc(C(=O)NCc3nc(-c4ccccc4)n[nH]3)cc2C1	i
O=C1CC(COCc2ccccc2)c2cnn(Cc3cccc(F)c3)c2N1 (configuration not stated)	i
CCn1c(C)cc(C)c(C(=O)N2CCCC3(CC2)CNC(=O)O3)c1=O (configuration not stated)	i
COc1cccc(C(=O)Nc2ccc(Cl)c(N3CCCS3(=O)=O)c2)c1	i
Cc1ccc(CN2CCN(CC(=O)NCc3ccccc3Cl)S2(=O)=O)cc1	i
CCc1ccccc1S(=O)(=O)N1CCN(c2cc(-c3cccc(OC)c3)ncn2)CC1	i
CCCNC(=O)C1CCC(Cn2c(=O)c3sccc3n(CC(=O)Nc3ccc(C)cc3)c2=O)CC1 (configuration not stated)	i
COc1ccc(CNC(=O)c2cc3n(n2)CC(C)(C(=O)NCc2ccc(F)cc2)N(C)C3=O)cc1OC (configuration not stated)	i
Continuation:
SMILES	FECH block
Nc1ccc(S(=O)(=O)Nc2ccccc2)cc1S(N)(=O)=O	i
CCc1ccc2nc(C)cc(C(=O)NCc3cccnc3-n3ccnc3)c2c1	i
CC(=O)NC1CCN(C(=O)CC(c2ccccc2)c2ccc(F)cc2)CC1 (configuration not stated)	i
Cc1cc(C(=O)NCC2CCN(C)C2)c(NC(=O)C(C)(C)C)s1 (configuration not stated)	i
CCOc1ccc(-c2nc(CSc3nc(C)c(C)c(=O)[nH]3)c(C)o2)cc1OC	i
CCC(C(=O)N1CCOc2c(O)cc(-c3cccnc3)cc2C1)n1cccc1 (configuration not stated)	i
CC(COc1ccccc1)NCc1n[nH]c2c1CCCCC2 (configuration not stated)	i
CCN1CCc2c(sc(NC(=O)C(C)C)c2-c2nc3ccccc3s2)C1	i
Cc1ccc(Nc2cc(C)nc(N3CCN(S(=O)(=O)c4cc(C(C)C)ccc4C)CC3)n2)cc1	i
COc1cc2c(cc1OC)CN(S(=O)(=O)c1cc(N3C(=O)CCS3(=O)=O)ccc1OC)CC2	i
CNC(=O)C1CCC(Cn2c(=O)c3sccc3n(CC(=O)N3CCCC(C)C3)c2=O)CC1 (configuration not stated)	i
O=C(CN1CCCN(Cc2ccccc2)S1(=O)=O)NCc1ccccc1	i
O=c1cc(CNc2cccc(Cl)c2)nc2nc(NCc3ccc(F)cc3)[nH]n12	i
COc1ccc(N2CCCS2(=O)=O)cc1NC(=O)c1ccccc1C(F)(F)F	i
COc1ccc(Cn2c(CNC(=O)c3cc(OC)cc(OC)c3)nc3cccnc32)cc1	i
CCCCc1cn(CC2CCN(C(=O)c3cncc(C)c3)CC2)nn1	i
Cc1ccc(C)c(CNC(=O)Nc2nncs2)c1	i
Cc1ccc(-c2ccc3cc[nH]c(=O)c3c2)c2cccnc12	i
COc1c(F)cccc1C(=O)NC(C)c1cn2ccsc2n1 (configuration not stated)	i
COc1ccc(OC)c(Nc2nc(NCC(C)O)nc3c2cnn3-c2ccccc2)c1 (configuration not stated)	i

4 entries drawn at random from the list so far:
SMILES	FECH block
COc1ccc(N2CCCS2(=O)=O)cc1NC(=O)c1ccccc1C(F)(F)F	i
Cc1ccc(C)c(CNC(=O)Nc2nncs2)c1	i
CCCCc1cn(CC2CCN(C(=O)c3cncc(C)c3)CC2)nn1	i
COc1c(F)cccc1C(=O)NC(C)c1cn2ccsc2n1 (configuration not stated)	i

Other results follow:
SMILES	FECH block
CCCNC(=O)C1CCC(Cn2c(=O)c3sccc3n(CC(=O)Nc3ccccc3C)c2=O)CC1 (configuration not stated)	i
CCn1cnnc1CN(C)Cc1cccc2c1oc1ccccc12	i
CCc1cc(C(C)NCc2cn[nH]c2-c2ccc(F)cc2)on1 (configuration not stated)	i
O=C1NCCN(C(=O)c2ccc(-n3cccc3)cc2)C1Cc1ccccc1 (configuration not stated)	i
Cc1nonc1C(=O)N(C)CCCc1cnn(C)c1	i
Cc1ccc(CN2CCN(C(=O)c3csc(C)n3)CC2=O)cc1	i
Cc1ccc(S(=O)(=O)N2CCN(c3nc(C)cc(N4CCCC4)n3)CC2)c(C)c1	i
COc1ccc(N2C(=O)CCS2(=O)=O)cc1S(=O)(=O)NCc1ccc(F)cc1	i
O=C(c1cn[nH]n1)N1CCc2nnc(CCc3ccccc3)n2CC1	i
O=S(=O)(c1ccccc1)N1CCN(Cc2nc3cccnc3n2-c2ccccc2)CC1	i
Cc1cc(N2CCN(C)CC2)nc(N2CCN(S(=O)(=O)c3ccc(C)c(C)c3)CC2)n1	i
O=C(NCc1ccccn1)C1CNCCN1C(=O)CCn1ccccc1=O (configuration not stated)	i
Cc1ccc(-c2ncc3c(=O)n(Cc4ccccn4)c(=O)n(C)c3n2)cc1	i
C=CCn1cc(-c2c(-c3ccccc3)ncn2[C@H](C(N)=O)C(C)C)c(C)n1	i
O=C(c1ccccc1)N1CCN(C(=O)c2cccc3c2NCCC3)CC1	i
COc1ccccc1-c1cn2c(C(=O)NCC3CCOC3)csc2n1 (configuration not stated)	i
Cn1nc(-c2nccn2CCc2n[nH]c(=O)[nH]2)c2c(Cl)cccc21	i
CCc1cc(Sc2ccc(NC(=O)c3cccc(C)c3)cc2)n2ncnc2n1	i
COc1cc(-c2nccn2-c2cccc(-n3cnnn3)c2)cc(OC)c1OC	i
COc1ccc(N2C(=O)CCS2(=O)=O)cc1S(=O)(=O)NCCCc1ccccc1	i
Cc1nc(CCC(=O)N2CCC(c3[nH]ncc3-c3cccc(F)c3)CC2)n[nH]1	i
Cc1ccc(OCC(N)=O)c(-c2ccc(S(C)(=O)=O)cc2)c1	i
Cc1cccc(C(C(=O)NCc2cc(-c3ccco3)on2)N(C)C)c1 (configuration not stated)	i
CCOc1ccc(Nc2nc(NC)nc3c2cnn3-c2ccccc2)cc1	i
Cc1ccc(CN2c3ccccc3-c3nc(SCC(=O)Nc4ccc(F)c(F)c4)ncc3S2(=O)=O)cc1	i
CN1CCNC(=O)C12CCN(c1ccnc3c(C(F)(F)F)cccc13)CC2	i
CC(C)Cc1nc(CCCN2CCCCC2=O)n(-c2ccccc2)n1	i
C=CCN(Cc1ccc(C)s1)C(=O)[C@@H](N)c1ccccc1Cl	i
Cc1cc(C2CCCN2Cc2cnc3c(-c4ccccc4)cnn3c2)on1 (configuration not stated)	i
COc1cccc(Nc2nc(NCCC3=CCCCC3)nc3c2cnn3-c2ccccc2)c1	i
Cc1nc2c(s1)CCCC2n1cnc(-c2ccccc2)c1-c1nc[nH]c1C (configuration not stated)	i
CCC(C)NC(=O)N1CCN(c2cc(-c3ccc(OC)cc3)ncn2)CC1 (configuration not stated)	i
CCc1c(C(=O)N2CCNCC2C(=O)NC2CC2)csc1C (configuration not stated)	i
CCn1c(=O)n(-c2ccc(C)c(C)c2)c2nc(-c3cccs3)nc(C(N)=O)c21	i
CC(C)(C)c1cc(CN2CCOC(CCc3ccccc3)C2)[nH]n1 (configuration not stated)	i
COc1ccc(C)cc1Nc1nc(-c2nnc(-c3ccc(C)cc3)o2)nc2ccccc12	i
O=C(CCC(=O)N1CCc2cc(S(=O)(=O)N3CCc4ccccc43)ccc21)N1CCOCC1	i
CC(C)CNC(=O)c1nc[nH]c1C(=O)N1CCCC1	i
Cc1c(-c2ccc(F)cc2)[nH]c2ccc(CNC(=O)[C@H](C)n3cnnn3)cc12	i
COc1ccccc1N1CCN(Cc2cc(=O)n3[nH]c(-c4cccc(C)c4)nc3n2)CC1	+
CCc1ccc(NS(=O)(=O)c2cc(C(=O)N3CCCCC3)cs2)cc1	i
O=C(O)C1CN(c2nc(-c3ccccc3)nc3c2CCC3)CCN1 (configuration not stated)	i
C=Cc1ccc(Cn2c(=O)c3cnc(-c4ccc(Cl)cc4)nc3n(CC)c2=O)cc1	i
COCc1ncc(CN2CCCN(C(=O)C3CCC3)CC2)cn1	i
Cc1ccc2c(c1)C(CC(=O)N(C)Cc1cn[nH]c1-c1ccc(F)cc1)C(=O)N2 (configuration not stated)	i
COc1cc(NC(=O)c2ccc(CN3C(=O)CCn4nc(-c5ccccc5)cc43)cc2)cc(OC)c1	i
O=S(=O)(NCc1ccccc1)N1CCCC(c2nc3ccccc3o2)C1 (configuration not stated)	i
CCOc1ccccc1N(Cc1nc2nc(C)cc(=O)n2[nH]1)C(=O)COc1ccccc1	i
CCCc1ccc(S(=O)(=O)NCc2nc3cccnc3n2CC(C)C)cc1	i
Cc1cc(C)cc(Nc2nc(NC3CCCCCC3)nc3c2cnn3-c2ccccc2)c1	i

In the list so far, these have a Cl atom.
SMILES	FECH block
CCCc1c(C)nc2ncnn2c1Sc1ccccc1NC(=O)c1ccc(Cl)cc1	i
Cc1cc(C)n2nc(CN(C(=O)c3ccc(C(C)(C)C)cc3)c3cccc(Cl)c3)nc2n1	i
COCc1nc(CNC(=O)c2c(C)nc3ccc(Cl)cn23)no1	i
CCOC(=O)Cn1c(=O)n(-c2ccc(C)c(C)c2)c2nc(-c3cccc(Cl)c3)nc(C(N)=O)c21	i
O=c1c(-c2ccc3c(c2)CCCC3)c(N2CCN(c3cccc(Cl)c3)CC2)c1=O	i
Cn1c(CNS(=O)(=O)c2ccc(F)c(Cl)c2)nc2cccnc21	i
CCOc1ccc(NC(=O)CN2CCN(Cc3ccccc3Cl)S2(=O)=O)cc1	i
CN1CC(=O)N2C[C@@H](NC(=O)c3ccc(Cl)s3)C[C@H]2C1=O	i
COc1ccc(Cl)cc1C(=O)Nc1ccc(Nc2nc(C)cc(N(C)C)n2)cc1	i
COc1cccc(C(=O)Nc2ccc(Cl)c(N3CCCS3(=O)=O)c2)c1	i
Cc1ccc(CN2CCN(CC(=O)NCc3ccccc3Cl)S2(=O)=O)cc1	i
O=c1cc(CNc2cccc(Cl)c2)nc2nc(NCc3ccc(F)cc3)[nH]n12	i
Cn1nc(-c2nccn2CCc2n[nH]c(=O)[nH]2)c2c(Cl)cccc21	i
C=CCN(Cc1ccc(C)s1)C(=O)[C@@H](N)c1ccccc1Cl	i
C=Cc1ccc(Cn2c(=O)c3cnc(-c4ccc(Cl)cc4)nc3n(CC)c2=O)cc1	i

The list is partial; count on the stated rates, not on these rows.
